# EPAC1 antagonist: blocks human EPAC1 exchange factor; O95398; EPAC1 GEF assay, Rap1b-BODIPY-GDP exchange fluorescence; Potency, µM (top dose mostly 115 µM), for inactives: at the top dose activity change, negative = inhibition, usual class: inhibitors; actives 0.14% (n = 360,000); AID 720709;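 further: potency means the concentration at half of the fitted maximal effect; plate controls were vehicle for no effect and positive control for full effect; nearly all actives have a fitted effect of over 50% in size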
# WRN inhibitor: inhibitors of human WRN helicase; actives 0.46% (n = 360,000); WRN helicase unwinding, fluorescent forked duplex, kinetic; AID 651768; Potency, µM (highest dose often 114 µM), for inactives: top-dose activity change, negative = inhibition, usual class: inhibitors; Q14191; further: potency means the concentration at half of the fitted maximal effect; on the % scale 0 is the no-effect control and ±100 the full control effect; nearly all actives have a fitted effect of over 55% in size
#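 Enzyme (20 nM final) and test compound sit together 15 min at room temperature before substrate addition. Substrate is a single-forked duplex oligonucleotide (100 nM) labelled with fluorophore and quencher, with 2 mM ATP; helicase unwinding raises red fluorescence, read kinetically.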
# aSyn rescue: alpha-synuclein toxicity inhibition in yeast | Potency, µM (titrated, usually from 46.1 µM), for inactives: top-dose growth rescue (activation), most hits filed as activators | Yeast expressing alpha-synuclein, growth rescue, BacTiter-Glo, 24 h | actives 0.14% (n = 370,000); further: potency means the concentration at half of the fitted maximal effect; % of control where 0% means no effect; nearly all actives have a fitted effect of over 65% in size
#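 Screening used galactose-induced yeast with toxic alpha-synuclein levels, exposed to compound for 24 hr at 30 deg C. Cell growth, read with BacTiter-Glo luminescence, gave the measured signal.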
# PI5P4K alpha inh: inhibitors of human PI5P4K alpha. max response, %. P48426. AID 652105. PI5P4Kalpha enzyme, ADP-Glo luminescence, 60 min; hits give low values. actives 1.2% (n = 330,000); active means max response of -50% or lower; inconclusive means between -30% and -50%; inactive means -30% or higher; further: value at the top dose of about 77 µM; on the % scale 0 is the no-effect control and ±100 the full control effect
# Target sequence (P48426 whole entry, looked up): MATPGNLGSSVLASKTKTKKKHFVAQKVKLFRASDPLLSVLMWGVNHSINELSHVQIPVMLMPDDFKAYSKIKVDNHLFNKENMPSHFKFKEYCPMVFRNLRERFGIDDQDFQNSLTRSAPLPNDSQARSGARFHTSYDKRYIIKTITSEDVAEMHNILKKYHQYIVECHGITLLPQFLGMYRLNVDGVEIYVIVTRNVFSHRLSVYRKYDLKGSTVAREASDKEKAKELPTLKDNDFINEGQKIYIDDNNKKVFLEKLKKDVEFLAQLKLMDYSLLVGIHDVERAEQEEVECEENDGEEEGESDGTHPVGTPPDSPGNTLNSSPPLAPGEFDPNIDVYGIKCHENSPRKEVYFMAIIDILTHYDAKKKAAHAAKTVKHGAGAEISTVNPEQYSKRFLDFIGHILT
#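 Quantitative HTS of the MLSMR library against PI5P4Kalpha with substrate. ATP added last at 5 microM final; room temperature, 60 minutes. Remaining ATP depleted, ADP converted and read as luminescence.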
# EPAC1 agonist: EPAC1 (human) agonism; actives 0.073% (n = 360,000); Potency, µM (series often up to 154 µM), without a hit: top-dose activation, hits mostly activators; AID 720707; O95398; EPAC1 agonist qHTS, biochemical assay; response scale: 100% = response to 6.5 mM cAMP; further: potency means the concentration at half of the fitted maximal effect; nearly all actives have a fitted effect of over 60% in size
#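 Nucleotide exchange by EPAC1 (100 nM) on Rap1B–BODIPY-GDP (250 nM) in the presence of 50 uM GDP is tracked fluorescently at 480/540 nm over 30 min. Signals are normalized to a 6.5 mM cAMP control.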
# FUS suppressor: rescues growth of FUS-expressing yeast; S. cerevisiae FUS-expressing, growth rescue, OD600, 24 h; Potency, µM (top dose mostly 76.6 µM), inactives show at the top dose growth rescue (activation), actives largely listed as activators; actives 0.24% (n = 390,000);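 further: potency means the concentration at half of the fitted maximal effect; plate controls were DMSO vehicle for no effect and reference control for full effect; nearly all actives have a fitted effect of over 55% in size; some results filed as inactive show a strong effect at the top dose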
#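 Cultures pregrown in 2.5% raffinose medium are shifted to minimal medium containing 2% galactose to express toxic FUS. Compounds are tested at several concentrations. After 24hr at 30C, growth is quantified at 600 nm absorbance.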
# Abeta rescue: compounds reversing amyloid beta toxicity in yeast; yeast expressing A-beta42, growth rescue, OD600, 48 h; response scale: 0% DMSO, 100% iron-clioquinol control; Potency, µM (series often up to 46.1 µM), for inactives: top-dose growth rescue, most hits filed as activators; actives 0.063% (n = 410,000); AID 1347071; further: potency means the concentration at half of the fitted maximal effect; nearly all actives have a fitted effect of over 55% in size
#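 Yeast A-beta toxicity model in growth medium with pinned compounds, 48 h at 30 C; growth read as absorbance at 600 nm. Normalized to FeCl3/clioquinol equimolar mix (positive) and DMSO (negative).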
# PLK1 PBD inh: inhibitors of human PLK1 polo-box domain binding. P53350. Plk1 PBD binding of FITC phosphopeptide, fluorescence polarization. Potency, µM, for the others: max response, negative = inhibition, hits mostly inhibitors. actives 2.8% (n = 360,000). AID 720504; further: potency means the concentration at half of the fitted maximal effect; series mostly up to about 57 µM; on the % scale 0 is the no-effect control and ±100 the full control effect; nearly all actives have a fitted effect of over 65% in size
# Target sequence (P53350 whole entry, looked up, the tested form may be a part): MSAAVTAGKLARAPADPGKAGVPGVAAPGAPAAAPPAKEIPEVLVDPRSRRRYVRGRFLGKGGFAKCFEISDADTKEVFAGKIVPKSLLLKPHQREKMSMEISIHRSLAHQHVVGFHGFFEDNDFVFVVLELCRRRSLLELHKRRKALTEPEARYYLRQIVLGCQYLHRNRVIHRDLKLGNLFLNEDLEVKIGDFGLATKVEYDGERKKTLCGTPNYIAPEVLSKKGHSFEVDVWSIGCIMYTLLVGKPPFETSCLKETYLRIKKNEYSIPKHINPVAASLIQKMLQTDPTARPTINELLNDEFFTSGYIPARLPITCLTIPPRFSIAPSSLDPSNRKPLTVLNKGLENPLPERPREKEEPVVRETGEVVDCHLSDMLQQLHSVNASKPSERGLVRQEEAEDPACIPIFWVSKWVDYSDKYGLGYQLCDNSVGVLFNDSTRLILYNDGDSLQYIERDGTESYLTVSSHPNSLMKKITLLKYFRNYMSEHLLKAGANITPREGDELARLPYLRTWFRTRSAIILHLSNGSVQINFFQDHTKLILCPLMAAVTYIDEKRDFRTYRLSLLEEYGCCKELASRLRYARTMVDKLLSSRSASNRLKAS
# IL2 activator: activates IL-2 in a cell-based reporter assay; IL-2 activation reporter assay, cell-based qHTS; stimulated with anti-CD3/CD4/CD28 beads; in transgenic mouse T cells; activation, % (series mostly up to about 46 µM); actives 0.065% (n = 360,000); in the data active means activation above about 50%; inconclusive means mostly about 30% to 49%; further: 0% is about no effect
#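 Unstimulated transgenic mouse T cells; 60-min compound exposure; bead-based TCR/CD4/CD28 stimulation; 18 h culture, 37 degrees C; dual fluorescence (EGFP, DsRed) plate cytometry.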
# * marks the source's active call; other numbers are inactive results; ? = inconclusive; . = not tested or not shown; [ ] = remark or other dose. Unless noted, the call rests on the fitted dose curve; in most records, active means well fitted curve in the direction sought with a large enough effect; inconclusive means small, poorly fitted or top-dose-only effect, or another doubt; inactive means no such curve, though single readings can be large; an effect the other way counts as inactive or inconclusive.
# A first look:
[1] c1ccc(-c2nn3c(-c4ccco4)nnc3s2)nc1
[2] O=C(Cc1ccccc1)Nc1ccc(NC(=O)C2CC2)nc1
Assay by compound,1,2
EPAC1 antagonist,9%,8%
WRN inhibitor,-21%,-4%[57.1 µM]
aSyn rescue,-15%,0%
PI5P4K alpha inh,-22,-20
EPAC1 agonist,-2%,5%
FUS suppressor,4%,21%
Abeta rescue,-8%,-7%
PLK1 PBD inh,-7%,-7%
IL2 activator,0.7,-0.9

# The whole of this part, from the start:
[1] c1ccc(-c2nn3c(-c4ccco4)nnc3s2)nc1
[2] O=C(Cc1ccccc1)Nc1ccc(NC(=O)C2CC2)nc1
[3] COc1ccc(CC(=O)NC(=S)Nc2cccc(C)c2)cc1
[4] Nc1no[n+]([O-])c1-c1ccccc1
[5] Nc1cc(Cl)ccc1Oc1ccccc1
[6] Cc1ccc2c(c1)C1CN(C)CCC1N2C(=O)c1ccccc1NS(=O)(=O)c1ccc(F)cc1 (stereo unspecified)
[7] COc1cccc(C(=O)Nc2ccc3ccccc3c2)c1
[8] Cc1ccc(C)c(NC(=S)N/N=C2\CCc3ccccc32)c1
Assay by compound,1,2,3,4,5,6,7,8
EPAC1 antagonist,9%,8%,-10%,6%,-4%,8%,-23%,-7%
WRN inhibitor,-21%,-4%[57.1 µM],6%,4%,-7%,-30%[57.1 µM],-4%,-5%
aSyn rescue,-15%,0%,18%,-1%,3%,-12%,0%,-13%
PI5P4K alpha inh,-22,-20,5,-3,.,-7,-1,1
EPAC1 agonist,-2%,5%,4%,10%,6%,-1%,5%,-3%
FUS suppressor,4%,21%,13%,5%,4%,1%,-7%,21%
Abeta rescue,-8%,-7%,-35%[inhibitor],-6%,18%,-12%,13%,?
PLK1 PBD inh,-7%,-7%,-12%,-3%,-4%,-15%,-11%,-12%
IL2 activator,0.7,-0.9,-2.2,0.4,-2.5,-2.8,-0.6,0.3

[9] CC(=O)Nc1c(C(=O)N2CCCCCC2)cnn1-c1ccccc1
[10] Cc1ccc(CNC(=O)c2ccccc2NC(=O)CSc2nnnn2C)cc1
[11] COc1ccc(C2C(C#N)=C3NC(=O)c4c(sc5c4CCCCC5)N3C3=C2C(=O)CC(C)(C)C3)cc1 (stereo unspecified)
[12] CC(/C=N/NC(=O)c1nnn(-c2nonc2N)c1C(C)C)=C\c1ccccc1
[13] COc1ccc(C2C(=O)N(C3CCCCCC3)CC(=O)N2Cc2ccccc2)cc1OC (stereo unspecified)
[14] Nc1c(C(=O)OCC(=O)Nc2ccccc2Br)[nH]c(=O)[nH]c1=O
[15] CNc1nc(SC)nc2ccccc12
[16] COc1ccc(N=C2c3ccccc3-c3ccc([N+](=O)[O-])cc32)cc1
Assay by compound,9,10,11,12,13,14,15,16
EPAC1 antagonist,-21%,6%,0%,14%,6%,-4%,15%,-20%
WRN inhibitor,1%,1%,-16%,-7%,5%,1%,-9%,-2%
aSyn rescue,5%,-5%,8%,0%,-1%,-5%,3%,12%
PI5P4K alpha inh,1,8,-13,2,.,-5,0,0
EPAC1 agonist,-2%,11%,4%,-3%,-3%,-7%,0%,-3%
FUS suppressor,.,5%,?,-11%,22%,.,4%,-8%
Abeta rescue,-9%,-14%,21%,-7%,19%,-3%,-9%,2%
PLK1 PBD inh,1%,-13%,?,1%,-7%,-4%,-3%,-3%
IL2 activator,-1.8,-0.3,8.2,-0.8,-4.6,-0.1,0.1,-0.4

[17] O=C(c1ccc(CS(=O)Cc2ccc(Cl)cc2)o1)N1CCN(c2ccccc2)CC1 (stereo unspecified)
[18] Cc1ccc(C)c(OCC(=O)N/N=C\c2cccn2C)c1
[19] COc1ccc(C(=O)C2CCCN(Cc3c(O)cccc3OC)C2)cc1OC (stereo unspecified)
[20] COCC(COS(N)(=O)=O)Cc1ccccc1 (stereo unspecified)
[21] COc1cccc(NC(=O)CSc2nccn(-c3ccc4c(c3)OCCO4)c2=O)c1
[22] O=C(Nc1ccon1)c1csc2c1CCCC2
[23] O=C(NCCO)c1nc(C(=O)c2ccc(Cl)cc2)c2ccccc2n1
[24] CCCc1ccc(OCc2ccc(C(=O)N3CCCC3)o2)cc1
Assay by compound,17,18,19,20,21,22,23,24
EPAC1 antagonist,-24%,2%,-9%,11%,-16%,0%,22%,-30%
WRN inhibitor,8%,-4%,11%,-4%,-2%,-11%,6%,-11%
aSyn rescue,5%,3%,-6%,3%,6%,-9%,-4%,-13%
PI5P4K alpha inh,-8,-3,-5,-2,-4,.,-2,2
EPAC1 agonist,-6%,-2%,4%,-4%,3%,6%,-1%,-3%
FUS suppressor,23%,7%,-4%,-28%,?,33%,-13%,23%
Abeta rescue,0%,6%,3%,6%,8%,-18%,4%,-25%
PLK1 PBD inh,-3%,-4%,-8%,5%,-26%,?,2%,-3%
IL2 activator,-2.4,0.6,-2.5,-2.9,-4.3,-0.5,-0.4,-2.2

[25] O=C(C1=C(O)C(=O)N(Cc2ccccc2)C1c1ccco1)c1ccco1 (stereo unspecified)
[26] CCOC(=O)C1=C(C)N(CCCC(=O)O)C(=O)NC1c1ccc(Cl)cc1 (stereo unspecified)
[27] Cc1ccc2cc(CN(Cc3ccc(F)cc3)Cc3nnnn3C3CCCC3)c(=O)[nH]c2c1
[28] O=C(COC(=O)c1cc2ccccc2oc1=O)Nc1ccc(F)cc1F
[29] O=C(O)CCCc1c(-[n+]2ccccc2)[nH]c2ccccc12
[30] CCOC(=O)C1CCN(c2c(NCCN3CCN(c4ccccc4)CC3)c(=O)c2=O)CC1
[31] NC(=O)COC(=O)CC(c1ccccc1)c1ccccc1
[32] Cc1cccc(-c2c3c(=O)n(C)c(=O)n(C)c3cn2-c2ccc(O)cc2)c1
Assay by compound,25,26,27,28,29,30,31,32
EPAC1 antagonist,9%,-8%,-9%,9%,-15%,3%,-7%,-13%
WRN inhibitor,-9%,3%,-9%,7%,3%,3%,-12%,-11%
aSyn rescue,0%,-18%,17%,-11%,-2%,-6%,0%,-1%
PI5P4K alpha inh,-9,-93*,.,2,-6,-6,6,.
EPAC1 agonist,-1%,-6%,6%,11%,-6%,-5%,-10%,9%
FUS suppressor,23%,-24%,22%,-6%,-29%,-8%,0%,?
Abeta rescue,11%,-8%,13%,-2%,-3%,-2%,-3%,4%
PLK1 PBD inh,-2%,-7%,-1%,-5%,3%,5%,4%,0%
IL2 activator,0.8,1.2,-1.5,-2.5,-2.7,-1.1,-6.1,-2.0

[33] CCC1(c2ccccc2)NC(=O)N(CC(=O)NCc2ccc(OC)cc2)C1=O (stereo unspecified)
[34] COc1ccc(NC(=O)NCCN2CCCCC2)cc1
[35] C/C(Cn1nc([N+](=O)[O-])cc1C)=N\NC(=O)c1ccc(O)cc1O
[36] O=C(c1cc(-c2ccc(Cl)cc2)on1)N1CCOCC1
[37] Cc1ccc(F)cc1NC(=O)c1ccc2c(c1)OCO2
[38] C[C@@]12C(=O)N(CC3CC3)CC(=O)N1[C@H](C1CC1)[C@@H]1C(=O)N(c3ccccc3)C(=O)[C@@H]12
[39] O=C(C1CCCN(Cc2ccccc2Br)C1)N1CCCCC1 (stereo unspecified)
[40] Cc1ccc(Nc2nc3c([nH]2)c(=O)[nH]c(=O)n3C)cc1
Assay by compound,33,34,35,36,37,38,39,40
EPAC1 antagonist,5%,2%,11%,-8%,12%,-11%,-4%,7%
WRN inhibitor,-5%,6%,-18%[57.1 µM],6%,2%,-4%,-1%,8%
aSyn rescue,-10%,0%,6%,0%,1%,1%,-1%,-14%
PI5P4K alpha inh,4,9,-9,.,.,2,-1,-7
EPAC1 agonist,6%,12%,-3%,4%,7%,-2%,5%,-8%
FUS suppressor,-14%,-2%,-6%,23%,-5%,-12%,14%,.
Abeta rescue,-21%,-15%,0%,-9%,34%,6%,7%,0%
PLK1 PBD inh,-2%,-4%,-1%,-12%,-1%,2%,-11%,-10%
IL2 activator,0.6,0.2,4.0,-1.8,-1.2,-0.3,-2.8,-2.5

# Brought forward from above: 2 entries, followed by the next part.
[39] O=C(C1CCCN(Cc2ccccc2Br)C1)N1CCCCC1 (stereo unspecified)
[40] Cc1ccc(Nc2nc3c([nH]2)c(=O)[nH]c(=O)n3C)cc1
[41] CCCCOc1ccc(/C=C(\C#N)C(=O)NC2CC2)cc1
[42] Cc1ccc(S(=O)(=O)Nc2ccc3c(c2)CC(=O)N([C@H](C)CO)C[C@@H](C)[C@H](CN(C)Cc2ccc(-c4ccccc4)cc2)O3)cc1
[43] O=C(CNC(=O)c1ccco1)OCC(=O)c1ccc2c(c1)CCCC2
[44] CN1CCN(C(=O)/C=C/c2ccc3c(c2)OCO3)CC1
[45] Cc1cc(NC(=O)NC(=O)c2ccccc2NC(=O)CN(C)C)ccc1Oc1ncc(Br)cn1
[46] C=C(C)C(=O)OCC(O)COc1ccc(C(C)(C)c2ccc(OCC(O)COC(=O)C(=C)C)cc2)cc1 (stereo unspecified)
[47] C=CCc1ccc(OCCCOc2ccc(C(=O)O)cc2)c(OC)c1
[48] Cc1ccc(OCC(=O)NNC(=O)c2cc(S(=O)(=O)N(C)C)ccc2N2CCCC2)cc1
Assay by compound,39,40,41,42,43,44,45,46,47,48
EPAC1 antagonist,-4%,7%,3%,-3%,1%,-5%,-11%,-19%,-20%,8%
WRN inhibitor,-1%,8%,-11%,-9%,-9%,-7%,-4%,-5%,-10%,7%
aSyn rescue,-1%,-14%,-4%,-4%,-1%,1%,-1%,?,25%,2%
PI5P4K alpha inh,-1,-7,0,-1,.,3,14,25,-1,0
EPAC1 agonist,5%,-8%,1%,-7%,12%,4%,10%,-22%,1%,-4%
FUS suppressor,14%,.,5%,36%,6%,.,.,40%,18%,-5%
Abeta rescue,7%,0%,-13%,-11%,5%,14%,9%,7%,8%,8%
PLK1 PBD inh,-11%,-10%,-7%,-5%,-19%,-2%,0%,2%,-7%,3%
IL2 activator,-2.8,-2.5,-4.4,-0.3,-3.1,-0.2,-2.1,-0.4,0.4,1.3

# Source: PubChem BioAssay

# No enrichment for hits; any-hit rate near 4.1%.
